Screens from PubChem.
RGS4-Gao reg: human RGS4-Galphao interaction regulation; P09471; Multiplexed bead flow cytometry, RGS4-Galphao binding; actives lie on both sides; binding response (% of control), % at 10 µM; 0.33% of 220,000 active; AID 1415; in the data active means binding response below about 49% or above about 150%; inactive means in between;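 further: fluorescent Galphao activated with aluminum fluoride binding bead-coupled RGS4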
Target sequence (P09471 whole entry, looked up): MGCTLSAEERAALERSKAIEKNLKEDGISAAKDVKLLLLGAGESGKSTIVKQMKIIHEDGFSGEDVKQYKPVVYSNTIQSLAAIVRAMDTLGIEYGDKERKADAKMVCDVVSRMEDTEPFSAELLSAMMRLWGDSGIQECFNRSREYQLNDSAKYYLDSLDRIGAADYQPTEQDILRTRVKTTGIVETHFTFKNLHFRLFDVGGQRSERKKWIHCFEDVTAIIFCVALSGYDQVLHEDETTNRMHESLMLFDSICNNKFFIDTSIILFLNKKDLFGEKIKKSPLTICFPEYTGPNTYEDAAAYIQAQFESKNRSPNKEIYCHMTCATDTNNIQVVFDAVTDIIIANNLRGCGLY
Bim-Bfl-1: inhibitors of Bim-Bfl-1 interaction, human. Bead-based flow cytometry, Bim-Bfl-1 binding inhibition. AID 1008. 0.12% of 190,000 active. inhibition, % at 10 µM;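 further: 0% = wells without compound plus tracer and 100% = blocker peptide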
Bim-Bcl-W: disrupts Bim peptide binding to human Bcl-W; Q92843; AID 952; bead-based flow cytometry; 0.02% of 190,000 active; inhibition, % at 10 µM;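 further: 0% = bound tracer without compound and 100% = peptide blocker; higher means less fluorescent Bim peptide bound to Bcl-W beads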
Target sequence (Q92843 whole entry, looked up): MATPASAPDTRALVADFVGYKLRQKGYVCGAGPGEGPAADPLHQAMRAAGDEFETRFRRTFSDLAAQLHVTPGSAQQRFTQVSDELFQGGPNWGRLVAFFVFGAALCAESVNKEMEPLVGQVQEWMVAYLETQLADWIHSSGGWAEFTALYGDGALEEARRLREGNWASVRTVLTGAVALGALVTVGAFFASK
ABCG2 inh: human ABCG2 inhibition, ABCB1 as counter-screen; inhibition, % at 6.6 µM; Q9UNQ0; 0.1% of 190,000 active; IgMXP3 cells, JC-1 efflux, flow cytometry;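 active means inhibition above 80%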;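 further: 0% = DMSO and 100% = nicardipine control wells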
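Read-out basis: Efflux inhibition in percent versus controls | Test system: ABCG2 IgMXP3 and barcoded ABCB1 CCRF-Adr cell mix | Quantity: 3 million cells/mL in well | Schedule: 10 min at 25 °C | Control set: Nicardipine as high control, DMSO as low control | Reagent: JC-1 as fluorescent efflux pump substrate | Signal: Flow cytometry of retained JC-1 fluorescence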
ABCB1 block: blocks JC-1 efflux by human ABCB1 transporter; P08183; CCRF-Adr cells, flow cytometry; inhibition, % at 6.6 µM; 0.067% of 190,000 active; in the data active means inhibition above about 40%;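 further: 0% = vehicle and 100% = reference inhibitor; higher value means more JC-1 retained so stronger ABCB1 efflux block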
Bim-Bcl-B: human Bim-Bcl-B interaction inhibition | bead-based flow cytometry, Bim peptide-Bcl-B binding | inhibition, % at 10 µM | 0.073% of 190,000 active | AID 951;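 further: 0% = tracer peptide without compound and 100% = reference inhibitor peptide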
Bim-Bcl-2: disrupts Bim peptide binding to human Bcl-2. P10415. Bead-based flow cytometry, Bim peptide-Bcl-2 binding. inhibition, % at 10 µM. 0.06% of 190,000 active; in the data active means inhibition above about 40%; inconclusive means no clear call, values can overlap the other calls;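 further: 0% = no compound wells with probe peptide and 100% = reference peptide inhibitor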
Target sequence (P10415 whole entry, looked up): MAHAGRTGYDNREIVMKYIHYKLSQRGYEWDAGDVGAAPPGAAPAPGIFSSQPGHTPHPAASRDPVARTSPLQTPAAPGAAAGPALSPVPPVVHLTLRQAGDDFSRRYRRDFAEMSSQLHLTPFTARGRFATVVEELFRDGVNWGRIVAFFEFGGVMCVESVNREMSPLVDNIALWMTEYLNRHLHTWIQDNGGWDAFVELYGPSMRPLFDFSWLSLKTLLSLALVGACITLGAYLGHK
Bim-Bcl-XL: inhibitors of Bim-Bcl-XL interaction, human | Q07817 | inhibition, % at 10 µM | 0.04% of 190,000 active | AID 1007 | Bim peptide-Bcl-XL binding, bead flow cytometry, fluorescence
Target sequence (Q07817 whole entry, looked up): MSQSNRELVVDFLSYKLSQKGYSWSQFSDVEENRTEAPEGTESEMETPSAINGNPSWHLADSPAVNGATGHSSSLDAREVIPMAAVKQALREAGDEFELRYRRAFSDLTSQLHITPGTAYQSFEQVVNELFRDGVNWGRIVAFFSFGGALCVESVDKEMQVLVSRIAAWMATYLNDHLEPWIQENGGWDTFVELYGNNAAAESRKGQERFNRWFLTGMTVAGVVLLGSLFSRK
RGS7-Gao: regulators of human RGS7-Galphao interaction. 0.35% of 220,000 active. P09471. Multiplexed bead flow cytometry, RGS7-Galphao binding; actives lie on both sides. binding response (% of control), % at 10 µM. AID 1439; in the data active means binding response below about 49% or above about 150%; inconclusive means no clear call, values can overlap the other calls; inactive means in between;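 further: fluorescent Galphao held in activated GDP-AlF4 state binding bead-coupled RGS7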
GSH bead fluor: compound fluoresces at 488/530 nm on GSH beads; GSH beads flow cytometry, compound fluorescence 488/530 nm; active compounds read high; fluorescence (KMESF) at 10 µM; 0.25% of 190,000 active; AID 1776; in the data active means fluorescence above about 89;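 further: glutathione beads carrying GST-tagged Bcl family fusion proteins plus one bare bead set; values are compound well signal with DMSO vehicle wells as background; inactives centre near 16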
Avidin fluor: compound fluoresces at 488/530 nm on avidin beads | compound fluorescence 488/530 nm, flow cytometry; active compounds read high | fluorescence (KMESF) at 10 µM | 0.38% of 220,000 active | AID 1775; in the data active means fluorescence above about 47; further: inactives centre near 10
An asterisk follows results filed as active; ? = inconclusive. Unless noted, no stated cut-off is given here; in the data, active means inhibition above about 40%. Compounds were not picked by outcome. About 1.3% of those tested had a hit in this group.

SMILES	RGS4-Gao reg	Bim-Bfl-1	Bim-Bcl-W	ABCG2 inh	ABCB1 block	Bim-Bcl-B	Bim-Bcl-2	Bim-Bcl-XL	RGS7-Gao	GSH bead fluor	Avidin fluor
Cc1ccc(C(=O)Nc2ccc3cn[nH]c3c2)cc1S(=O)(=O)N1CCCCC1	104	-7	0	0	-0.1	-7	-6	-2	102	15	7
Nc1nnc(SCC(=O)N2CCc3ccccc3C2)s1	99	-7	1	2	-0.3	-9	-6	-3	103	11	3
CC(C)c1csc(CN2CCC(CO)(Cc3ccccc3)CC2)n1	115	-4	1	2	0.4	1	-2	0	103	15	9
c1ccc(CCc2nc(-c3cccnc3)no2)cc1	103	-10	0	3	0.4	-5	-7	-4	99	30	20
C#CCOCCOCCOCCNc1nc(N2CCN(C(=O)Cn3cc(CC(C)O)nn3)CC2)nc(N2CCN(C(=O)[C@H]([C@@H](C)CC)n3cc(CCCN=C(N)N)nn3)CC2)n1 (stereo partly specified)	102	-1	-1	2	2.2	0	1	0	101	18	14
OC(CNCc1ccc(-c2ccccc2)cc1)c1ccccc1 (stereo unspecified)	103	-8	-3	6	3.1	-6	-6	-2	102	20	8
Cc1cccc(N2CCN(C(=O)C34CC5CC(CC(C5)C3)C4)CC2)c1C	90	-3	0	2	0.7	-3	-1	-10	94	52	2
COc1ccc(C(C(=O)Nc2ccc(C(C)C)cc2)N(Cc2ccco2)C(=O)CC2NC(=O)NC2=O)cc1 (stereo unspecified)	99	0	1	-1	-0.3	-1	0	0	100	20	9
COc1nc(NC(C)(C)C)nc(Oc2ccc(=O)n(C)n2)n1	96	-5	-7	5	0.4	-7	-3	-6	101	14	25
CCCn1nnnc1NC(=O)c1ccc2ccccc2c1	101	1	-4	6	0.0	-4	-2	-5	99	10	7
CC(C)COC(=O)N1CC(O)CC1C(=O)O (stereo unspecified)	100	-19	0	2	0.6	-8	-7	-5	100	25	39
CCOC(=O)c1c(N)sc2c1CCS(=O)(=O)C2	99	1	0	2	0.2	-6	0	0	102	10	13
CCOC(=O)c1cc(C(=O)OCC)c2cc(Br)ccc2n1	98	-19	-2	45	0.1	-8	-11	-11	102	32	15
Cc1ccsc1/C=N\NC(=O)CCc1c(C)n[nH]c1C	97	3	-1	5	0.3	2	-2	0	?	10	12
CC1CCN(S(=O)(=O)c2cccc(C(=O)O)c2)CC1	97	2	-1	1	0.1	0	-6	1	95	12	12
C/C(=N/NC(=O)c1ccoc1C)C12CC3CC(CC(C3)C1)C2	103	-8	-2	0	0.1	0	-1	-1	100	9	14
FC(F)(F)c1cc(NCc2cccs2)n2ncnc2n1	100	0	3	0	-0.1	0	0	1	99	16	34
COc1ccccc1C1CN(c2ccccc2)N=C1c1cccs1 (stereo unspecified)	100	-15	0	10	0.2	-10	-11	-10	98	33	14
CCOc1ccc(CCN2CN(CC)CNC2=S)cc1OCC	104	-5	-1	0	0.5	-4	0	-3	103	13	9
Cn1c(=O)c2c(nc(CN3CCC(C(N)=O)CC3)n2CCc2ccccc2)n(C)c1=O	101	-6	-1	2	0.2	0	-4	0	101	74	11
Cc1ccccc1NC(=O)C1CCC(C)(C(=O)O)C1(C)C (stereo unspecified)	91	0	-4	0	0.1	-6	-1	-3	92	27	34
CC(=C/c1ccccc1)/C=N/NC(=O)c1cnccn1	110	-15	1	8	0.9	-9	-9	-11	110	29	17
Brc1ccc2[nH]ncc2c1	101	-13	0	7	2.2	-2	-12	-1	97	23	30
O=C(COC(=O)c1ccc(-c2cnc3ccccc3n2)cc1)c1ccccc1	106	-11	-2	8	0.5	-4	-14	-3	105	15	18
Cc1cc(NC(=O)CSc2nnc3c(C)cc4cc(C)c(C)cc4n23)no1	104	-3	0	57	1.9	1	-3	0	104	28	11
O=C(CSc1nnc(CCc2nc3ccccc3[nH]2)n1-c1ccccc1)NCc1ccco1	100	0	0	0	0.2	3	3	-3	105	20	41
O=C(Nc1cc(Cl)cc(Cl)c1)C(NCC1CCCO1)c1ccccc1 (stereo unspecified)	97	3	-2	5	0.8	0	1	-3	99	12	13
Cc1nn(C)cc1C(C)Nc1nc2nonc2nc1N1CCCCC1 (stereo unspecified)	97	-5	-4	2	1.5	-11	-1	-4	106	20	6
O=c1cc(C(F)F)oc2c1ccc1ccccc12	98	-6	-1	58	0.8	-4	-8	-7	97	22	30
c1ccc(Cn2c(Nn3cnnc3)nc3ccccc32)cc1	102	-14	-2	-3	-0.4	-13	-4	-6	101	27	14
O=S(=O)(c1ccc(Cl)cc1)c1cnc(-c2cccnc2)nc1-c1ccccc1	101	-11	3	2	1.0	-10	-11	-3	102	13	13
CCn1c(C)nc2cc(C(=O)NNC(=O)CCC3CCCCC3)ccc21	100	-2	-1	-1	-8.7	-8	-5	-7	98	13	12
CC(=O)N1CC2(CC(=O)OC(C)C)CN(C(C)=O)CC(CC(=O)OC(C)C)(C1)C2=O	106	-4	-4	1	0.4	-3	-3	0	107	23	21
CN(C)S(=O)(=O)N1CCN(Cc2ccccc2)CC1	100	-8	-1	1	0.1	-9	-5	-6	97	35	6
CC(C)OC(=O)c1ccc(OC(=O)c2cccnc2)cc1	98	-13	0	10	1.1	-7	-9	0	99	28	12
CC(=O)OCCNc1cc(Sc2nc3ccccc3[nH]2)c2nonc2c1[N+](=O)[O-]	92	44*	9	6	-0.3	0	2	0	85	15	5
CCCc1cc(=O)[nH]c(SCC(=O)c2cc(C)n(-c3c(C)n(C)n(-c4ccccc4)c3=O)c2C)n1	101	-6	-2	5	0.4	-4	-1	-3	?	12	11
CCOC(=O)c1c(C)c(-c2ccccc2)n(CC(=O)N2CCN(C)CC2)c1C	98	-11	0	0	0.0	-7	-5	-6	98	26	7
C/C=C1\C(OC2OC(CO)C(O)C(O)C2O)OC=C(C(=O)OC)C1CC(=O)OCC1C(C)C(OC(=O)CC2C(C(=O)OC)=COC(OC3OC(CO)C(O)C(O)C3O)/C2=C\C)CC1C(CO)CO (stereo unspecified)	97	-1	-6	0	-0.7	0	-2	-5	108	20	4
Cc1cccc(-c2noc(CN(C)S(=O)(=O)c3cc(Cl)ccc3Cl)n2)c1	97	5	4	7	1.2	3	1	-3	98	33	9
O=C(N/N=C1/CCSC1)c1cc(Br)ccc1O	102	-1	7	-2	-0.3	0	-1	4	104	26	11
Nc1nnc(Cc2ccccc2F)s1	101	-2	0	0	0.1	-1	1	1	97	18	8
c1ccc(OCCSc2nc3ccccc3o2)cc1	98	1	0	0	0.0	0	0	-1	100	8	11
CC(=O)Nc1ccccc1NS(=O)(=O)c1ccc(Cl)cc1	103	-10	4	1	0.7	-7	-10	-4	104	50	7
O=C(/C=C/c1ccco1)Nc1ccccn1	99	0	0	3	0.0	2	3	0	103	13	6
CN1C(=O)C(CC(=O)N2CCN(C(c3ccccc3)c3ccccc3)CC2)N(C)C1=O (stereo unspecified)	99	-10	0	4	0.9	-4	-9	-11	98	34	12
Cc1ccc2nc(NC(=S)NC(=O)c3ccco3)sc2c1	104	0	-4	-15	-4.8	-6	0	-4	103	10	4
O=C(CC1CCCC1)OCn1nnc2ccccc2c1=O	106	-6	0	7	1.0	-3	-4	-1	104	36	11
C/C(=N\OCC(=O)Nc1ccc2c(c1)OCCO2)c1ccc2c(c1)OCCO2	103	-11	-5	2	0.3	-6	-5	-6	101	16	25
Oc1ccc(Cl)cc1CNCC1CCCO1 (stereo unspecified)	100	-13	4	5	0.7	-9	-9	-15	103	53	12
Cc1occc1C(=O)NCc1ccccn1	100	1	-1	0	0.1	-2	-1	-6	100	24	11
CC(C)(C)C(=O)NCCn1ccc2ccccc21	101	-9	-1	1	0.5	-9	-9	-1	100	26	6
O=C(OCC(CO)OC(CO)n1ccc(=O)[nH]c1=O)c1ccccc1 (stereo unspecified)	99	-19	-2	4	0.4	-8	-9	-9	100	21	26
Cc1ccc(S(=O)(=O)N2CCC(C(=O)OC(C)C(=O)NCc3ccc4c(c3)OCO4)CC2)cc1 (stereo unspecified)	97	0	1	4	0.7	0	-5	-1	101	16	20
CCSCc1nnc(SCC(=O)Nc2nccs2)n1CC	102	-7	-2	7	-0.5	-2	-2	0	101	10	10
O=C(Cn1c2ccc(F)cc2c2nc3n(c(=O)c21)CCS3)Nc1ccc(Cl)cc1F	99	-5	-4	0	1.6	-5	-2	-1	98	10	20
O=C(NC1CCCCCC1)C1CC(=O)N(Cc2ccccc2)C1 (stereo unspecified)	106	-6	2	-1	0.4	-5	-3	0	99	27	8

Ten entries from above, with values under each structure:
Results follow in this order: RGS4-Gao reg	Bim-Bfl-1	Bim-Bcl-W	ABCG2 inh	ABCB1 block	Bim-Bcl-B	Bim-Bcl-2	Bim-Bcl-XL	RGS7-Gao	GSH bead fluor	Avidin fluor
O=C(/C=C/c1ccco1)Nc1ccccn1
    99	0	0	3	0.0	2	3	0	103	13	6
CN1C(=O)C(CC(=O)N2CCN(C(c3ccccc3)c3ccccc3)CC2)N(C)C1=O (stereo unspecified)
    99	-10	0	4	0.9	-4	-9	-11	98	34	12
Cc1ccc2nc(NC(=S)NC(=O)c3ccco3)sc2c1
    104	0	-4	-15	-4.8	-6	0	-4	103	10	4
O=C(CC1CCCC1)OCn1nnc2ccccc2c1=O
    106	-6	0	7	1.0	-3	-4	-1	104	36	11
C/C(=N\OCC(=O)Nc1ccc2c(c1)OCCO2)c1ccc2c(c1)OCCO2
    103	-11	-5	2	0.3	-6	-5	-6	101	16	25
Oc1ccc(Cl)cc1CNCC1CCCO1 (stereo unspecified)
    100	-13	4	5	0.7	-9	-9	-15	103	53	12
Cc1occc1C(=O)NCc1ccccn1
    100	1	-1	0	0.1	-2	-1	-6	100	24	11
CC(C)(C)C(=O)NCCn1ccc2ccccc21
    101	-9	-1	1	0.5	-9	-9	-1	100	26	6
O=C(OCC(CO)OC(CO)n1ccc(=O)[nH]c1=O)c1ccccc1 (stereo unspecified)
    99	-19	-2	4	0.4	-8	-9	-9	100	21	26
Cc1ccc(S(=O)(=O)N2CCC(C(=O)OC(C)C(=O)NCc3ccc4c(c3)OCO4)CC2)cc1 (stereo unspecified)
    97	0	1	4	0.7	0	-5	-1	101	16	20

In another format: entries from further up.
molecule,RGS4-Gao reg,Bim-Bfl-1,Bim-Bcl-W,ABCG2 inh,ABCB1 block,Bim-Bcl-B,Bim-Bcl-2,Bim-Bcl-XL,RGS7-Gao,GSH bead fluor,Avidin fluor
O=C(Cn1c2ccc(F)cc2c2nc3n(c(=O)c21)CCS3)Nc1ccc(Cl)cc1F,99,-5,-4,0,1.6,-5,-2,-1,98,10,20
O=C(NC1CCCCCC1)C1CC(=O)N(Cc2ccccc2)C1 (stereo unspecified),106,-6,2,-1,0.4,-5,-3,0,99,27,8
